# TRPC6 act: activates the mouse TRPC6 cation channel; AID 2550; Q61143; B-score at 10 µM; actives 0.13% (n = 310,000); HEK293-TRPC6 membrane potential dye fluorescence; hits give high values;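 active = B-score of the integrated fluorescence ratio above library mean plus 3 SD, and starting fluorescence ratio within library mean plus 5 SD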;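 note: higher score means more depolarization so channel activation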
# HIF act: HIF pathway transcriptional activation; actives 0.32% (n = 300,000); activation, % at 7.5 µM (by protocol); U2OS HRE-luciferase reporter, luminescence; normalized: DMSO 0%, desferrioxamine 100%; AID 1910;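 active = mean activation of at least 10% of the iron chelator positive control signal, with at least half of replicates also reaching 10%; inconclusive = mean and replicate majority disagree about reaching 10%; inactive = mean and most replicates under 10%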
# RGS4 act: potentiators or activators of RGS4; HEK293 M3R/inducible RGS4, carbachol calcium flux Fluo4; hits give low values; actives 0.92% (n = 310,000); B-score at 10 µM;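 active = B-score of the integrated calcium signal more than 4 SD below the library mean, with starting fluorescence not abnormally high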;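 note: negative B-score means reduced calcium response which marks RGS4 activation or potentiation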
#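 System – HEK293 FlpIn-TREx cells, stable M3R, doxycycline-inducible RGS4 · Reagent – ECmax carbachol challenge · Times – compound preincubation 20 min at room temperature before agonist · Technique – Fluo4 fluorescence kinetic imaging of calcium · Measure – B score of integrated Fluo4 ratio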
# RGS4 block: inhibitors of human RGS4 | P49798 | HEK293 M3R/RGS4 inducible, Fluo-4 calcium flux; hits give high values; triggered by carbachol at its EC20 | B-score at 10 µM | actives 0.45% (n = 310,000) | AID 463165;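 active = B-score, a plate-corrected calcium signal, over three deviations above library mean, with baseline fluorescence within five deviations of library mean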;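 note: RGS4 expression induced by doxycycline in cells with stable M3 receptor; B-score is computed from the integrated fluorescence ratio over baseline after carbachol; higher B-score means a larger calcium signal and so more RGS4 inhibition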
# Target sequence (P49798 whole entry, looked up): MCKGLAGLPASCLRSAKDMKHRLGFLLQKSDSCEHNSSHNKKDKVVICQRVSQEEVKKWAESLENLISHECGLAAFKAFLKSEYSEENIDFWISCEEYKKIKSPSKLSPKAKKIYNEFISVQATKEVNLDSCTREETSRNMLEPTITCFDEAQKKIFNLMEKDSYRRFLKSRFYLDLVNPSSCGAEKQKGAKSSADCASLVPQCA
# MrgX1 agonist: agonists of human MrgX1 receptor; actives 0.44% (n = 310,000); B-score at 10 µM; AID 588627; MrgX1-HEK293 cells, Fluo-4 calcium fluorescence, agonist mode; hits give high values; Q96LB2;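 active = calcium response B-score plate-corrected fluorescence ratio at least 3 library SD, with starting fluorescence B-score inside 5 SD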
# Target sequence (Q96LB2 whole entry, looked up): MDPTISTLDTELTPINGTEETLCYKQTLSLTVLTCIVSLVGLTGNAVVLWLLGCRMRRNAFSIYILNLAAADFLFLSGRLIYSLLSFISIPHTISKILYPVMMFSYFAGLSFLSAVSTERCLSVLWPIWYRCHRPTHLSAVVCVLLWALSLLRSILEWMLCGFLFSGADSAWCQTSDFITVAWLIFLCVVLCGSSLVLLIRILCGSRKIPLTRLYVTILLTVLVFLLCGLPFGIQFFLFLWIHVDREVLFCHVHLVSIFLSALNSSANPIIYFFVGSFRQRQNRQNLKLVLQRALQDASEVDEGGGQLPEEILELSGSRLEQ
#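 System: HEK293 cells stably expressing human MrgX1 receptor; Dosing: test compound in the initial addition of three; Schedule: overnight plating, then 30 min 37 °C plus 30 min room-temperature dye loading; Detection: kinetic calcium dye fluorescence, Fluo-4 NW; Controls: per-plate positive and negative controls for Z′ factor.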
# TRPC4 block: inhibitors of mouse TRPC4 channel; HEK293 TRPC4beta/mu-opioid, DAMGO-evoked Fluo4 calcium flux; hits give low values; actives 0.39% (n = 300,000); B-score at 10 µM; Q9QUQ5;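 active = B-score over 3 SD under the library average, no early fluorescence shift, positive overall ratio signal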
#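 Assay system: TRPC4beta/mu-opioid receptor HEK293 cell line; compound dosing: single concentration per test compound; detection: Fluo4 Ca2+ flux fluorescence; evaluation: per-well B score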
# MrgX1 allo act: human MrgX1 positive allosteric modulation, primary screen; Q96LB2; MrgX1-HEK293, Fluo-4 calcium flux, FDSS; hits give high values; B-score at 10 µM; actives 0.63% (n = 310,000); AID 588675;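 active = plate-corrected calcium response at least 3 library SD above typical, normal starting fluorescence, not activating the receptor alone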;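 note: compound read alongside a low EC10 to EC30 dose of BAM8-22 agonist; peak minus trough fluorescence over baseline measured at the second addition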
# TRPC6 inhibitor: blocks the mouse TRPC6 cation channel | HEK293-TRPC6, membrane potential dye, ACh-evoked depolarization; hits give low values | B-score at 10 µM | actives 1.1% (n = 310,000) | AID 2553;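 active = B-score under library mean minus 3 SD, initial fluorescence not abnormally high, positive integrated signal ratio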;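 note: B-score derived from integrated fluorescence ratio over the kinetic read; more negative B-score means stronger inhibition of depolarization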
# SKKanGAS inh: blocks kanamycin growth of S. pyogenes SKKanGAS strain; AID 1662; actives 1.3% (n = 300,000); BacTiter-Glo, 6 h; inhibition, % at 7.5 µM;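 active = mean replicate score, as percent of positive control median, at least 50; inconclusive = mean below 50 but one replicate at or above 50; inactive = mean and every replicate below 50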;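 note: strain carries kanamycin resistance gene driven by streptokinase promoter and grows in 40 µg/ml kanamycin; loss of luminescence reflects streptokinase promoter inhibition or plain growth inhibition; 0% = median of DMSO wells and 100% = positive control at its reference dose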
# MrgX1 antagonist: antagonists of human MrgX1 receptor. Q96LB2. MRGX1-HEK293 calcium flux, Fluo-4, BAM8-22 antagonism; hits give low values. AID 588676. B-score at 10 µM. actives 1.3% (n = 310,000);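 active = calcium-response B-score plate-corrected more than 3 library SD below zero, starting fluorescence within 5 deviations, no agonist response on first addition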;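 note: peak minus trough fluorescence over baseline after final BAM8-22 challenge near maximal dose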
# Platelet DG rel: platelet dense granule release activity | human platelet-rich plasma, SFLLRN dense granule ATP release, luminescence | inhibition, %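 (compounds screened at 7.5 µM in platelet-rich plasma)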 | actives 0.22% (n = 300,000);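 active = mean replicate score, as percent of positive control, at or above 50; inconclusive = mean below 50 but at least one replicate at or above 50; inactive = mean and every replicate below 50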
# Active calls of the source: *; i = inactive; u = inconclusive; x = no result given. Random draw from the library; about 6.1% have a hit in one of these screens.
SMILES,TRPC6 act,HIF act,RGS4 act,RGS4 block,MrgX1 agonist,TRPC4 block,MrgX1 allo act,TRPC6 inhibitor,SKKanGAS inh,MrgX1 antagonist,Platelet DG rel
CCOc1ccc(NC(=O)COc2ccc(C(=O)NCc3cccnc3)cc2OC)cc1,i,0.2,i,i,i,i,i,i,-6,i,16
Cc1n[nH]c(C)c1S(=O)(=O)N1CCCC(C(=O)NC2CCCc3ccccc32)C1 (centres undefined),i,-0.5,i,i,i,i,i,i,2,i,-1
Cc1cccc(NC(=O)NC2CCCCCCC2)c1,i,x,i,i,i,i,i,i,x,i,x
Cc1c(Nc2ccc3nonc3c2[N+](=O)[O-])c(=O)n(-c2ccccc2)n1C,i,0.1,i,i,i,i,i,i,11,i,2
CC(NC(=O)Cn1c(=O)[nH]c2ccsc2c1=O)C12CC3CC(CC(C3)C1)C2 (centres undefined),i,-0.2,i,i,i,i,i,i,u,i,1
O=C(O)COc1ccccc1/C=N/NC(=O)CSc1nc2ccccc2n1Cc1ccccc1,i,-0.3,i,i,i,i,i,i,6,i,3
O=C(C1CC1)N1CCc2cc(S(=O)(=O)NCC3COc4ccccc4O3)ccc21 (centres undefined),i,0.3,i,i,i,i,i,i,5,i,2
CC(C)CCN(C(=O)C1CSC2(C)CCC(=O)N12)c1c(N)n(Cc2ccccc2)c(=O)[nH]c1=O (centres undefined),i,-0.5,i,i,i,i,i,i,19,i,-5
CCOc1ccc(C(=O)NCC(=O)NCC(c2ccco2)N2CCCCC2)cc1OCC (centres undefined),i,-0.6,i,i,i,i,i,i,-6,i,-6
CCSc1nc(C(F)(F)F)cc(=O)n1-c1ccccc1,i,0.2,i,i,i,i,i,i,-5,i,-2
COC(=O)CC(NC(=O)c1ccc(C)cc1)c1ccc2c(c1)OCO2 (centres undefined),i,-3.1,i,i,i,i,i,i,1,i,0
N#C/C(=C\c1ccc([N+](=O)[O-])cc1)c1nc(C2CC2)cs1,i,2.2,i,13*,i,i,i,i,-2,i,-1
CCCc1nc2c(c(=O)c3ccccc3n2C)c(=O)n1-c1ccc(F)cc1,i,0.7,i,i,i,i,i,i,12,i,-14
Cc1c(C(=O)Nc2nonc2-c2ccc(F)cc2)oc2ccc(F)cc12,i,0.2,i,i,i,i,i,i,57*,i,-2
Cc1ccc(-c2ccc(SCC(=O)Nc3nonc3C)nn2)cc1,i,0.7,i,i,i,i,i,i,-9,i,2
CN(CC(=O)Nc1ccccc1Cl)C(=O)COC(=O)c1ccc(Cl)cc1[N+](=O)[O-],i,-0.1,i,i,i,i,i,i,5,i,-6
CC1(C)Cc2ccccc2C(=NCCCC(=O)O)N1,i,x,i,i,i,i,i,i,2,i,-11
Cc1ccc2c(c1)NC(=O)CC(c1ccccc1)=N2,i,2.6,i,i,i,i,i,i,-2,i,2
Cc1ccn2c(=O)nc(SCC(=O)NC3CCCCC3)nc2c1,i,0.2,i,i,i,i,i,i,-6,i,10
COc1ccc([N+](=O)[O-])cc1NS(=O)(=O)c1ccc(Cl)c(C(=O)Nc2sc3c(c2C#N)CCCCC3)c1,i,0.6,i,i,i,i,i,i,13,i,2
Nc1c(C(=O)NCc2ccccc2)c2nc3ccccc3nc2n1-c1ccc2c(c1)OCO2,i,-0.2,i,i,i,i,i,i,4,i,6
COC(=O)CN1C(=S)N(C)C(=O)C1CC(=O)Nc1ccccc1 (centres undefined),i,0.4,i,i,i,i,i,i,-5,i,-2
CCOc1cc2[nH]c(=O)n(CCC(=O)N3CCN(c4ccccc4OC)CC3)c(=O)c2cc1OCC,i,-0.5,i,i,i,i,i,i,3,i,-1
N#Cc1ccsc1NC(=O)CN1CCN(S(=O)(=O)c2cc(Cl)ccc2Cl)CC1,i,-0.1,i,i,i,i,i,i,26,i,-2

# One compound at a time (already shown).
# COc1ccc([N+](=O)[O-])cc1NS(=O)(=O)c1ccc(Cl)c(C(=O)Nc2sc3c(c2C#N)CCCCC3)c1 in the list: TRPC6 act = i; HIF act = 0.6; RGS4 act = i; RGS4 block = i; MrgX1 agonist = i; TRPC4 block = i; MrgX1 allo act = i; TRPC6 inhibitor = i; SKKanGAS inh = 13; MrgX1 antagonist = i; Platelet DG rel = 2
# CCCc1nc2c(c(=O)c3ccccc3n2C)c(=O)n1-c1ccc(F)cc1 in the list: TRPC6 act = i; HIF act = 0.7; RGS4 act = i; RGS4 block = i; MrgX1 agonist = i; TRPC4 block = i; MrgX1 allo act = i; TRPC6 inhibitor = i; SKKanGAS inh = 12; MrgX1 antagonist = i; Platelet DG rel = -14

# (list continues)
SMILES,TRPC6 act,HIF act,RGS4 act,RGS4 block,MrgX1 agonist,TRPC4 block,MrgX1 allo act,TRPC6 inhibitor,SKKanGAS inh,MrgX1 antagonist,Platelet DG rel
O=C(COc1ccc(Cl)cc1Cl)N/N=C/c1cccnc1,i,0.2,i,i,i,i,i,i,-10,i,9
O=[N+]([O-])c1ccc(-c2ccc(/C=N/Nc3nc(N4CCCC4)nc(N4CCCC4)n3)o2)cc1,i,-0.1,i,i,34*,i,i,i,7,i,-8
O=C(c1cc2sccc2n1Cc1ccc(F)cc1)N1CCN(c2nc3ccccc3s2)CC1,i,-0.5,i,i,i,i,i,i,23,i,2
Cc1cc(OCC(=O)Nc2nnc(C3CC3)s2)ccc1[N+](=O)[O-],i,x,i,i,i,i,i,i,x,i,x
CC(C)(C)NS(=O)(=O)c1ccc(CCC(=O)N2CCCCC2)cc1,i,0.5,i,i,i,i,i,i,0,i,2
CCc1ccc(CN(C)C(=O)c2cc(=O)c3ccccc3o2)cc1,i,-9.8,i,i,i,i,i,i,-21,i,-2
COCCN(C(=O)c1csnn1)C(C(=O)NC1CCCCC1)c1ccc(C)cc1 (centres undefined),i,-0.3,i,i,i,i,i,i,-3,i,2
COc1ccc(/C=C2/C(=O)N=C3SCCN32)cc1,i,0.0,i,i,i,i,i,i,-3,i,1
Cc1ccc2c(C)c(C(=O)NCC(C)(C)N3CCOCC3)oc2c1C,i,-0.5,i,i,i,i,i,i,-5,i,-1
COc1cccc(-c2nc(-c3ccc(Br)o3)no2)c1,i,1.6,i,i,i,i,i,i,13,i,14
COCCN(CCOC)S(=O)(=O)c1ccc(C(=O)NC2CCN(Cc3ccccc3)CC2)cc1,i,-0.1,i,i,i,i,i,i,3,i,-3
O=C(O)c1cc(N/N=C/c2cccs2)ccc1Cl,i,0.3,i,i,i,i,i,i,2,i,6
Cc1ccc(C(=O)Nc2nccc(-c3cccs3)n2)cc1,i,1.0,i,i,i,i,i,i,-1,i,2
CCCCn1c(=O)nc2n(-c3ccccc3)c3ccccc3cc-2c1=O,i,0.2,-9.7*,i,i,i,i,i,-2,i,0
CCN(CC)S(=O)(=O)c1ccc2c(c1)c(=O)c(C(=O)NCc1cccs1)cn2C,i,-0.5,i,i,i,i,i,i,2,i,3
Cc1cc(SCC(=O)OCC(=O)N(CCC#N)c2ccccc2)nc2ccccc12,i,0.0,i,i,i,i,i,i,-11,i,-3
CCCCn1nnc(NC(=S)NC(=O)c2ccc(OCC)c([N+](=O)[O-])c2)n1,i,-0.4,i,i,i,i,i,i,7,i,7
c1ccc(-c2nnc3sc(-c4cc5ccccc5o4)nn23)cc1,i,17*,i,i,i,i,i,i,-5,i,6
NC(=O)COc1ncn(-c2ccccc2)n1,i,-0.1,i,i,i,i,i,i,7,i,7
Cc1cccn2c(=O)c3cc(S(=O)(=O)c4ccccc4)c(=N)n(Cc4cccnc4)c3nc12,i,-0.6,i,i,i,i,i,i,10,i,4
O=C(O)CC(NC(=O)Cc1ccc([N+](=O)[O-])cc1)c1ccc2c(c1)OCO2 (centres undefined),i,0.4,i,i,i,i,i,i,1,i,-2
COc1ccc(C(=O)O/N=C(\N)c2ccc(OC)c(OC)c2)cc1,i,-1.5,i,i,i,i,i,i,-2,i,1
CCCc1nc2nc(C)c(NS(=O)(=O)c3ccc4c(c3)CCCC4)c(=O)n2[nH]1,i,-1.7,i,i,i,i,i,i,24,i,9
O=C1CC(c2ccco2)Sc2nc3ccccc3n21 (centres undefined),i,3.8,i,i,i,i,i,i,9,i,-2
O=Cc1cc([N+](=O)[O-])ccc1N1CCOCC1,i,0.2,i,i,i,i,i,i,-2,i,-3
O=C(Cn1c(=O)oc2ccccc21)Nc1nnc(N2CCCCCC2)s1,i,-0.3,i,i,i,i,i,i,1,i,10
COc1ccc(C)c2sc(NC(=O)C3CC3)nc12,i,0.2,i,i,i,i,i,i,-1,i,-12
CCOC(=O)c1c(NC(=O)COc2cccc3c2CCN(Cc2ccc(F)cc2)C3=O)sc2c1CCC2,i,-0.3,i,i,i,i,i,i,5,i,1
COc1ccc(NC(=O)N2CCN(S(C)(=O)=O)CC2)cc1OC,i,-1.0,i,i,i,i,i,i,2,i,-3
Cc1ccc(C(=O)CSc2nc3ccccc3c(=O)[nH]2)cc1,i,-0.3,i,i,i,i,i,i,8,i,-3
O=C(NCC1CCCO1)c1cccc(Oc2ccc([N+](=O)[O-])cc2Cl)c1 (centres undefined),i,-0.4,i,i,i,i,i,i,9,i,8
CCC(O)(c1ccccc1)C(CN1CCOCC1)c1ccccc1 (centres undefined),i,-5.5,i,i,i,i,i,i,2,i,-4
CCc1sc(C(=O)Nc2nc(C)cs2)cc1C,i,3.4,i,i,x,i,x,i,2,x,6
Clc1cccc(CNCCNCc2cccc(Cl)c2)c1,i,-0.3,i,i,i,i,i,i,43,i,6
Cc1ccc(C)c(NC(=O)CSc2cccc3cccnc23)c1,i,-20,i,i,i,i,i,i,3,i,-8
COc1cccc(CC2(CO)CCCN(Cc3ccc(OC)c(C)c3OC)C2)c1 (centres undefined),i,1.7,i,i,i,i,i,i,2,i,-18
CSCC[C@H](NC(=O)OC(C)(C)C)C(=O)N/N=C/c1cc2ccc(C)cc2nc1Cl,i,-0.2,i,i,i,i,i,i,13,i,-3
O=C(O)CCCN=C1NC2(CCCC2)Cc2ccccc21,i,-0.6,i,i,i,i,i,i,1,i,-4
COc1ccc2nc(Nc3nc(C)c(CCC(C)C)c(=O)[nH]3)nc(C)c2c1,i,0.2,i,i,i,i,i,i,20,i,0
O=C(O)[C@H](Cc1ccccc1)NC(=O)N1CCC(Cc2ccccc2)CC1,i,-0.2,i,i,i,i,i,i,-1,i,7
